# High-throughput results as filed in PubChem BioAssay.
# MC4R barr agon: MC4R agonists recruiting beta-arrestin, primary screen, cell-based, luminescence, agonist arm of biased-ligand search; AID 540308, 2011; U2OS MC4R beta-arrestin complementation; percent of melanotan II response, DMSO zero; Melanocortin receptor 4 (Homo sapiens), P32245; activation, % at 8.9 µM; 360,000 compounds, 0.98% hits;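 active means activation above a per-plate cutoff, the mean activation of sample wells on that plate plus 3 SD, cut at about 8% in these data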
# Cardio protect: cardioprotection against H2O2-induced cell death, primary screen, uHTS, H9c2 cells, ATPLite luminescence. 360,000 compounds, 0.63% hits. AID 588492, 2011. H9c2 cardiomyocytes, H2O2 injury protection, 2 h. protection from H2O2 cell death, % at 20 µM;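 active means compounds giving at least 50% protection of heart cells from peroxide-induced death in the single-dose screen, raw or plate-pattern-corrected value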;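 further: 0% = DMSO wells with peroxide and 100% = DMSO wells without peroxide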
# Glyco luc inh: increase of ERlucT glycosylation luciferase signal, primary screen, N-linked glycosylation inhibitor project, D54 ERlucT cells, luminescence, set 2; D54 ERlucT glycosylation luciferase reporter, 24 h; percent of 100 nM tunicamycin response; AID 588692, 2011; reporter increase, % at 12.5 µM; 360,000 compounds, 0.23% hits;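 active means mean luciferase reporter signal, scaled so untreated is 0 and the glycosylation-blocking control 100, at or above a set limit in every replicate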;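 further: luciferase carries N-glycosylation sites so blocking glycosylation raises the light; 0% = median of neutral control wells and 100% = median of 100 nM tunicamycin wells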
# MC4R antagonist: MC4R antagonists of cAMP signaling, primary screen, cell-based, TR-FRET, antagonist arm of biased-ligand search; MC4R-expressing cells, MTII-stimulated cAMP, LANCE TR-FRET; Melanocortin receptor 4 (Homo sapiens), P32245; inhibition, % at 6.5 µM; 360,000 compounds, 0.48% hits;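 active means inhibition above its plate's cutoff, the mean of tested wells on that plate plus 3 SD, cut at about 29% in these data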;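 further: 0% = Melanotan II alone and 100% = Melanotan II plus saturating MCL0020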
#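 material = U2OS cells stably expressing human melanocortin 4 receptor (MC4R) | also added = Melanotan II challenge | dosing = single nominal compound dose of 6.5 µM | detection = TR-FRET with Eu-cAMP and labeled anti-cAMP, 671 nm | replication = singlicate | timing = compound 30 min, challenge 1 h, detection 1 h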
# Vif inh: HIV Vif self-association inhibitors, primary screen, imaging, HEK293T, single point; HEK293T cells, Vif self-association by quenched fluorescence, 24 h; inhibition, % at 7.49 µM; 340,000 compounds, 0.35% hits; AID 602346, 2012; in the data active means inhibition above about 50%, passing the limit was not always enough; further: some results filed as inactive read as strong as hits
# aDG glyco up: activators of alpha-DG glycosylation, primary screen, uHTS, Pro5-aDG cells, AlphaScreen; 360,000 compounds, 0.22% hits; activation, % at 10 µM; AID 624168, 2012; alpha-DG glycosylation AlphaScreen (IIH6); 0% Pro5, 100% B10-LARGE cell signal;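 active means activation of at least 8% versus controls, or a plate z-score of at least 8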;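 further: Pro5 are CHO cells carrying HIG-tagged alpha-DG that lacks glycosylation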
# ABCB6 inh 2: ABCB6 transporter inhibitors, primary screen, K562-ABCB6 cells, flow cytometry, MLPCN library | ATP-binding cassette sub-family B member 6 (Homo sapiens), Q9NP58 | K562-ABCB6 porphyrin accumulation, 1 h; hits give low values | fluorescence ratio to DMSO, % at 10 µM | 360,000 compounds, 0.19% hits | AID 602162, 2011;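 active means fluorescence ratio to DMSO below 75%, the collection mean minus 3 SD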;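 further: signal is porphyrin accumulated inside mitochondria; 100% equals median channel fluorescence of DMSO control wells; lower ratio means ABCB6 inhibition with less porphyrin fluorescence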
# Target sequence (Q9NP58 whole entry, looked up): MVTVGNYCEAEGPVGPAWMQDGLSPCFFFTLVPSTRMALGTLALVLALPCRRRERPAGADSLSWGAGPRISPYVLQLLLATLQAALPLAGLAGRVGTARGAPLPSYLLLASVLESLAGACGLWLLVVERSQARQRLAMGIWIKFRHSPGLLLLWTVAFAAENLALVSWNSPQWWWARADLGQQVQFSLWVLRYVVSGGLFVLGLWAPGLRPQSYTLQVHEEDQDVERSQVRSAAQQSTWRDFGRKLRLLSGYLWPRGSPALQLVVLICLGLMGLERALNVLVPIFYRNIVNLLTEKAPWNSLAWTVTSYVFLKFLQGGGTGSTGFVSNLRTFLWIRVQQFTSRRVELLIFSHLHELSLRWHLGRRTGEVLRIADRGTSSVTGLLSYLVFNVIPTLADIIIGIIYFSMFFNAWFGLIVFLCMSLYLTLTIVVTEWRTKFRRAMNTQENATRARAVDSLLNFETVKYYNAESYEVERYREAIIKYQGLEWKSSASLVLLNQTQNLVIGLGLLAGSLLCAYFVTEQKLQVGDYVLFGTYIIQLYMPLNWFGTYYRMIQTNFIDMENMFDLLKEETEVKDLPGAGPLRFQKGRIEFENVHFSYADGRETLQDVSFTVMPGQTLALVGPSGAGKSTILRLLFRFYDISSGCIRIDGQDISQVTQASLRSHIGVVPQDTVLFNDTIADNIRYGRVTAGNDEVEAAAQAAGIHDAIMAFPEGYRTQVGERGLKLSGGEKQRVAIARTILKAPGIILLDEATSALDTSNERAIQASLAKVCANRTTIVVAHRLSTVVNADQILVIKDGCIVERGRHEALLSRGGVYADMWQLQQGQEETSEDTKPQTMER
# m5-HT2A agonist: mouse Htr2a agonists via beta-arrestin recruitment, primary screen, cell-based, luminescence | 5-hydroxytryptamine receptor 2A (Mus musculus), P35363 | CHO-K1 mHTR2A beta-arrestin complementation; percent of 30 µM serotonin response | activation, % at 7.6 µM | 360,000 compounds, 0.66% hits | AID 624169, 2012;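 active means activation above a run cutoff, the mean activation of all tested compounds plus 3 SD, cut at about 14% in these data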;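 further: 0% = plate median of compound wells and 100% = 30 µM serotonin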
# CaV13 FRET inh: Disruptors of the CACNA1D IQ motif to Ca2+-dependent inactivation inhibitor domain association, primary screening, Förster resonance energy transfer in intact living …. HEK cells, CFP/YFP FRET ICDI-IQ, plate reader, 10 min; percent FRET-ratio fall versus neutral wells. inhibition, % at 12.3 µM. 340,000 compounds, 0.098% hits;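 active means mean replicate inhibition of at least 30% and at least 1% of replicates passing that level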;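 further: 0% = median of the neutral control wells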
# PDI inh: inhibitors of human PDI, primary screen, biochemical, turbidity, single point, plate reader; Protein disulfide-isomerase (Homo sapiens), P07237; PDI insulin aggregation turbidity, A650, 90 min; inhibition, % at 10 µM; 350,000 compounds, 0.052% hits; AID 588391, 2011;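 active means mean inhibition across replicates of 30% or more, whatever share of single replicates reach that level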;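 further: absorbance from insulin aggregation driven by PDI reduction with DTT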
# Starred values were filed as active, the others as inactive; . = no result given. The list is partial, so the mix of outcomes need not match the whole.
SMILES,MC4R barr agon,Cardio protect,Glyco luc inh,MC4R antagonist,Vif inh,aDG glyco up,ABCB6 inh 2,m5-HT2A agonist,CaV13 FRET inh,PDI inh
COc1ccc(OC)c(NC2=NCCS2)c1,-1.0,3,1,12,-2,-0.2,101,3,3,5
CCCCCP(=O)(O)c1ccccc1,-0.5,1,-1,4,-10,-0.2,87,5,-5,4
O=C1/C(=C\c2cc3c(cc2Br)OCO3)N2CCC1CC2,0.5,1,-2,7,5,0.1,93,1,.,-4
C[C@H](CO)N1C[C@H](C)[C@@H](CN(C)C(=O)Oc2ccccc2)OCc2cnnn2CCCC1=O,0.5,5,1,4,-2,0.2,100,-2,-2,5
O=C(O)CCn1cc(C=C2C(=O)NC(=O)NC2=O)c(-c2cc3ccccc3oc2=O)n1,0.0,4,2,13,-23,-0.2,111,7,-7,-7
Clc1cccc(CNCCc2ccc3c(c2)OCO3)c1,2.6,4,2,11,3,-0.1,97,32*,-19,-5
COP(=O)(/C=C(\Cl)c1ccccc1)/C=C(\Cl)c1ccccc1,0.1,-4,-3,-1,14,0.1,95,0,-21,3
COC1=CC(=O)OC(/C=C/c2ccccc2)C1 (centres undefined),0.1,-4,0,-4,-16,-0.1,98,-4,-6,-5
COC(=O)C1=C(c2cccc(NC(C)=O)c2)C[C@@H]2CC[C@H]1N2C,0.7,3,2,-3,-1,0.1,96,0,-6,0
COC(=O)C1=C(c2ccc(F)cc2F)C[C@@H]2CC[C@H]1N2C(=O)NC1Cc2ccccc2C1,-1.2,1,1,2,-4,-0.2,108,-7,-11,1
CCOc1ccccc1NC(=O)N1CCC2(CC1)OCCO2,-1.1,4,2,16,-12,0.0,99,1,-10,-5
COc1ccc(OC)c(N=Cc2c(O)n(Cc3ccccc3)c(=S)[nH]c2=O)c1,-0.2,-5,-2,-13,-3,0.0,109,3,-7,14
CCOP(=O)(OCC)C(NC(=O)c1cccc([N+](=O)[O-])c1)C(Cl)(Cl)Cl (centres undefined),2.9,3,-2,3,23,0.0,102,1,-2,0
CCCCn1c(O)c(C(C)=NCc2ccco2)c(=O)[nH]c1=O,-2.0,10,2,5,2,-0.2,95,1,-5,9
CC(=O)c1cn(Cc2ccc(C#N)cc2)c2ccccc12,0.0,1,1,-2,-1,0.5,89,-2,-5,0
Cc1ccccc1-[n+]1c(-c2ccccc2)cc(-c2ccccc2)cc1-c1ccccc1,1.0,-11,21,2,-27,0.3,92,0,-11,20
COc1ccc(CNCCc2c[nH]c3ccccc23)c(OC)c1OC,-1.3,-7,-3,1,3,0.1,97,9,-1,-26
O=C1NCCN2CCCC12 (centres undefined),0.2,3,1,12,31,0.3,97,-1,-5,-1
O=C(c1ccc(Cl)cc1)C1CCCN(Cc2cccc3cccnc23)C1 (centres undefined),-1.8,-4,-5,16,-6,-0.2,100,-1,-7,0
C/C=C1\NC(=O)[C@H](C)NC(=O)[C@@H](NC(=O)[C@H](Cc2ccc(O)cc2)NC(=O)[C@@H](NC(=O)/C(C)=C/C)C(C)C)[C@@H](C)OC(=O)[C@H](CCCc2ccc(O)cc2)NC(=O)[C@@H](CCC(=O)O)NC1=O,.,6,4,.,7,0.2,102,10,-6,.
Clc1ccccc1NC1=NCCCS1,0.0,1,1,-2,25,0.0,102,-8,-2,1
C[C@]12CCC3C(CC[C@H]4C[C@@H](O)CC[C@]34C)C1C[C@H](Br)[C@@H]2O (some centres undefined),-0.6,3,-3,-1,0,-0.4,96,10,-5,-3
O=c1[nH]c2ccccc2n1C1CCN(C(c2nnnn2C2CCCC2)C2CC2)CC1 (centres undefined),.,8,3,.,.,-0.2,103,7,-5,.
CN1C(=O)CN=C(c2ccc[nH]2)c2cc(Cl)ccc21 (tested in a mixture with another compound),-1.7,2,12,-4,6,-0.3,94,-2,-6,-10
CN(C)c1ccc(CN2CC=C(c3ccc(F)cc3)CC2)cc1,1.0,-1,7,3,-2,-0.1,102,-3,-4,-2

# Laid out differently: two of the compounds above
SMILES	MC4R barr agon	Cardio protect	Glyco luc inh	MC4R antagonist	Vif inh	aDG glyco up	ABCB6 inh 2	m5-HT2A agonist	CaV13 FRET inh	PDI inh
COC(=O)C1=C(c2cccc(NC(C)=O)c2)C[C@@H]2CC[C@H]1N2C	0.7	3	2	-3	-1	0.1	96	0	-6	0
COC(=O)C1=C(c2ccc(F)cc2F)C[C@@H]2CC[C@H]1N2C(=O)NC1Cc2ccccc2C1	-1.2	1	1	2	-4	-0.2	108	-7	-11	1

# Molecules above that contain an aryl methoxy group:
SMILES,MC4R barr agon,Cardio protect,Glyco luc inh,MC4R antagonist,Vif inh,aDG glyco up,ABCB6 inh 2,m5-HT2A agonist,CaV13 FRET inh,PDI inh
COc1ccc(OC)c(NC2=NCCS2)c1,-1.0,3,1,12,-2,-0.2,101,3,3,5
COc1ccc(OC)c(N=Cc2c(O)n(Cc3ccccc3)c(=S)[nH]c2=O)c1,-0.2,-5,-2,-13,-3,0.0,109,3,-7,14
COc1ccc(CNCCc2c[nH]c3ccccc23)c(OC)c1OC,-1.3,-7,-3,1,3,0.1,97,9,-1,-26

# Two compounds picked at random from the list so far:
SMILES,MC4R barr agon,Cardio protect,Glyco luc inh,MC4R antagonist,Vif inh,aDG glyco up,ABCB6 inh 2,m5-HT2A agonist,CaV13 FRET inh,PDI inh
O=c1[nH]c2ccccc2n1C1CCN(C(c2nnnn2C2CCCC2)C2CC2)CC1 (centres undefined),.,8,3,.,.,-0.2,103,7,-5,.
O=C(c1ccc(Cl)cc1)C1CCCN(Cc2cccc3cccnc23)C1 (centres undefined),-1.8,-4,-5,16,-6,-0.2,100,-1,-7,0

# Further structures follow.
SMILES,MC4R barr agon,Cardio protect,Glyco luc inh,MC4R antagonist,Vif inh,aDG glyco up,ABCB6 inh 2,m5-HT2A agonist,CaV13 FRET inh,PDI inh
CCC1(c2ccccc2)C(=O)N(C)C(=O)N(C)C1=O,0.3,4,3,-5,-7,0.0,103,0,.,4
COC(=O)C1=C(c2ccc3ccccc3c2)C[C@@H]2CC[C@H]1N2C(=O)NCC1CC1,-2.1,-17,-3,5,-2,0.1,99,-6,-10,-4
Cc1ccc(C[n+]2c(-c3ccc(C)cc3)cc(-c3ccc(C)cc3)cc2-c2ccc(C)cc2)cc1,56*,-22,-1,2,-5,-0.5,88,17*,.,10
CC(C)c1cccc(C(C)C)c1OCCn1ccnc1,6.7,-13,-3,10,1,0.5,97,-4,-5,-63
COC(=O)C1=C(c2ccc(OC(F)(F)F)cc2)C[C@@H]2CC[C@H]1N2C(=O)NCCCOC(C)C,-0.7,-3,-1,17,0,-0.2,100,-2,-5,5
C1=NCCc2c1[nH]c1ccccc21,-1.3,0,8,-7,5,-0.1,108,-5,-2,-5
C[C@]12CCC3C(CC[C@H]4C[C@H](O)CC[C@]34C)C1CCC2=O (some centres undefined),-0.7,17,-5,-4,7,-0.2,98,5,-10,-13
COc1cccc(NP2(=O)OCC(C)([N+](=O)[O-])CO2)c1 (centres undefined),-1.1,-2,-2,3,-5,0.0,82,8,-6,-1
CN(C)C1(CNC(=O)c2cc(S(=O)(=O)N3CCOCC3)c(Cl)cc2Cl)CCCCC1,-3.6,-2,-1,-3,6,-0.1,98,-1,-4,-4
COC(=O)c1ccc(CN2CCN(Cc3ccccc3)CC2)cc1,-0.8,9,1,1,-2,-0.1,92,5,-7,0
CC(Cc1ccccc1)/[N+]([O-])=C\c1ccc(C(F)(F)F)cc1 (centres undefined),-1.1,-3,2,10,0,-0.3,98,-4,-8,14
COc1ccc(C(c2c(O)c3ccccc3oc2=O)c2c(C)n(C)n(-c3ccccc3)c2=O)cc1 (centres undefined),0.1,0,-2,15,-1,-0.1,102,-3,-3,-7
Cc1ccc(-c2cc(-c3ccc(C)cc3)[n+](-c3ccc(C(=O)O)cc3)c(-c3ccc(C)cc3)c2)cc1,-1.5,1,1,0,-14,0.4,102,5,-11,-1
CN(C)C(=O)Oc1cccc(NC(=O)c2ccccc2C(F)(F)F)c1,1.0,4,1,10,-7,-0.2,98,6,-5,7
CN(C)C(=O)Oc1c(Cl)cc(Cl)c2cccnc12,-0.3,-3,0,0,1,-0.1,93,6,-11,-1
O=c1[nH]c(=S)[nH]c(O)c1CN1CCCCC1,0.0,6,1,-2,18,0.1,97,0,-8,4
Cc1ccc(-n2nc(C)c3c2NC(=O)CSC3c2ccc3c(c2)OCO3)cc1 (centres undefined),0.9,0,-3,4,-15,0.1,99,1,-2,-3
Cc1ccc(/C=C2\C(=O)NC(=S)N(c3ccccc3F)C2=O)s1,-3.7,-18,-5,10,12,0.5,102,-4,-6,-6
CC(C)C12CN3CC(C(C)C)(CN(C1)C3c1cccnc1)C2=O (centres undefined),-3.3,6,1,7,-5,0.1,100,4,-5,17
CCCCOc1ccc(CC2C(=O)N(C)C(=O)N(C)C2=O)cc1,0.7,-5,1,5,0,0.4,94,2,-8,-6
CC(=NCC1CCCO1)c1c(O)n(-c2ccc(Cl)cc2)c(=O)[nH]c1=O (centres undefined),1.5,5,0,3,2,-0.1,99,10,-3,1
O=C(c1ccc2c(c1)OCO2)C1CCCN(Cc2ccccn2)C1 (centres undefined),-0.6,5,-1,23,-4,-0.1,96,-2,-2,-4
Cn1ccnc1P(=S)(c1nccn1C)c1nccn1C,0.2,0,2,-10,-1,0.0,103,2,-8,-5
